Source: PubChem
hgDAF12 agonist – activates the H. glycines DAF-12 receptor ligand-binding domain | AID 687014 | activation, % at 6.8 µM | HEK293 GAL4-hgDAF12 UAS-luciferase reporter, agonist luminescence; normalized to butyrate control | hit rate 1.8% among 370,000;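 active means activation above a cutoff set at the mean of all screened compounds plus 3 SD, cut at about 10% in these data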;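 further: 0% = DMSO wells and 100% = sodium butyrate wells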
SMARCA2 act – increases SMARCA2 function in MMTV reporter cells; AID 652017; MG213 cells, MMTV-luciferase reporter, dexamethasone, overnight; activation, % at 9.1 µM; hit rate 1% among 370,000; in the data active means activation above about 7.8%;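 further: 0% = vehicle wells and 100% = reference activator wells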
ssDAF-12 act – S. stercoralis DAF-12 activation, primary screen; HEK293 ssDAF-12/GRIP1 lit1-tk-luc reporter, luminescence; % of 3 µM dafachronic acid response; activation, % at 6.8 µM; hit rate 1% among 370,000; AID 652126;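 active means activation above the mean over all tested compounds plus 3 SD, cut at about 0.9% in these data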;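 further: 0% = DMSO-only wells and 100% = 3 µM delta7-dafachronic acid wells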
GAA850 FXN act – frataxin GAA850 promoter activation | HEK293 lucGAA850 FXN promoter luciferase reporter, 24 h; percent of 10 µM SAHA response | activation, % at 6 µM | hit rate 0.56% among 360,000 | AID 540364;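 active means activation above the average of all compounds screened plus 3 SD, cutoff fixed separately per campaign, cut at about 7.5% in these data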;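 further: 0% = DMSO wells and 100% = 10 µM SAHA wells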
GC-B act – GC-B (human) receptor activation; P20594; HEK293-GC-B cells, CNP EC30, cGMP TR-FRET; 0% at EC30 CNP, 100% saturating CNP; activation, % at 10 µM; hit rate 0.11% among 370,000;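 active means activation at 10 µM reaching about 35% in either raw or pattern-adjusted values, limit read from the data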
DAX1 inh-1 – NR0B1 (DAX1) inhibition; P51843; HEK293 Gal4-DAX1 luciferase reporter, luminescence; inhibition, % at 6.75 µM; hit rate 0.99% among 340,000; AID 504766;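 active means inhibition above the mean over all tested compounds plus 3 SD, cut at about 4.2% in these data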;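 further: 0% = DAX1-transfected cells with DMSO and 100% = empty-vector control cells with DMSO; inhibition shows as a rise in luminescence from relieved DAX1 repression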
ADAM10 inh – inhibits human ADAM10; recombinant ADAM10, EDANS/DABCYL FRET peptide cleavage, 3 h; inhibition, % at 7 µM; hit rate 0.62% among 370,000;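 active means inhibition above a per-campaign cutoff equal to the mean of compounds falling between control-based bounds plus 3 SD, cut at about 20% in these data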;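 further: 0% = DMSO wells while the 100% control is not disclosed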
hcDAF12 agonist – activates DAF-12 receptor from parasite H. contortus. hit rate 1.4% among 370,000. AID 652067. HEK293 hcDAF-12 lit1-tk-luc reporter, luminescence; 0% DMSO, 100% Δ7-dafachronic acid. activation, % at 6.8 µM;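 active means activation above the mean of all tested compounds plus 3 SD, cut at about 5.5% in these data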;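 further: 100% = response to 3 µM Δ7-dafachronic acid high control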
NPR1 activator – GC-A (human) enzyme activation; P16066; HEK293 GC-A cells, cGMP TR-FRET, EC30 ANP; 0% at EC30 ANP, 100% saturating ANP; activation, % at 10 µM; hit rate 0.14% among 370,000; AID 1671463; in the data active means activation above about 40%
Target sequence (P16066 whole entry, looked up): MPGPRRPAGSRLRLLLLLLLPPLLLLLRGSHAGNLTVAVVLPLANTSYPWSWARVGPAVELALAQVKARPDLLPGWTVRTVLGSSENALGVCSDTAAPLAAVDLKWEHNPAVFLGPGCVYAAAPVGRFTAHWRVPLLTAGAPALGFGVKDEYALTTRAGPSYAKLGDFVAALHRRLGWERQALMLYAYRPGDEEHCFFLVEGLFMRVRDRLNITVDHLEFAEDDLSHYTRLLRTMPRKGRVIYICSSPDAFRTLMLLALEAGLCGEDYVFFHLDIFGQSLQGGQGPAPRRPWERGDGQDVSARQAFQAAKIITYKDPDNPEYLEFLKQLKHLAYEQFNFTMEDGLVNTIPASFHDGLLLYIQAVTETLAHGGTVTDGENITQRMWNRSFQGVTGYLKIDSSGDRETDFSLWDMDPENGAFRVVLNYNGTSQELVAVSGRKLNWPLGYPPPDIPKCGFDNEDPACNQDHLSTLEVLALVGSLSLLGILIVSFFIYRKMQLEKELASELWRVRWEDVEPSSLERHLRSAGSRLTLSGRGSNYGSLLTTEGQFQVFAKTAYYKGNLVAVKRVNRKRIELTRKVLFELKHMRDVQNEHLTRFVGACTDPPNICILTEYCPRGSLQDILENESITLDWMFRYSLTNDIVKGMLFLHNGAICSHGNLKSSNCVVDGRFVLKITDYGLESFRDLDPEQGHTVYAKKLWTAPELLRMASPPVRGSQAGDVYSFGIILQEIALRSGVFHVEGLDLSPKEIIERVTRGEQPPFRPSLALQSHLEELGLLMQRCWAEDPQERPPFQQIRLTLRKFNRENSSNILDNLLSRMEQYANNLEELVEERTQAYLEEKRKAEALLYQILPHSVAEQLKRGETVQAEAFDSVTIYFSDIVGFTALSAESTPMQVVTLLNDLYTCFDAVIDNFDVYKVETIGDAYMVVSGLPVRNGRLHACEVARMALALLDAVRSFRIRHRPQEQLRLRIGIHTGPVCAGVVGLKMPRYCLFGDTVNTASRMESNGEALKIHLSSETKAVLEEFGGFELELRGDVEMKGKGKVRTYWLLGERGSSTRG
DAX1 inh-2 – DAX1 (NR0B1) inhibition, primary screen; inhibition, % at 6.8 µM; hit rate 1.1% among 370,000; HEK293T StAR-luciferase reporter, SF-1/DAX-1 repression relief; AID 652010;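 active means inhibition above the mean over all tested compounds plus 3 SD, cut at about 3.6% in these data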;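 further: 0% = DAX-1 cells with DMSO and 100% = cells lacking DAX-1 with DMSO; higher inhibition means more luminescence from relief of DAX-1 repression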
sPLA2-III inh – Blocks human group III sPLA2 activity; hit rate 0.56% among 370,000; AID 743126; QFRET BODIPY PC-A2 liposome hydrolysis, fluorescence; Q9NZ20; inhibition, % at 12.2 µM;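 active means inhibition above mean plus 3 SD of compounds lying within the high and low control bounds, cut at about 19% in these data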;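 further: 0% = median of test compound wells and 100% = no enzyme DMSO wells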
Numbers without * were called inactive; i = inactive; x = no result given.

A first look (10 entries):
SMILES	hgDAF12 agonist	SMARCA2 act	ssDAF-12 act	GAA850 FXN act	GC-B act	DAX1 inh-1	ADAM10 inh	hcDAF12 agonist	NPR1 activator	DAX1 inh-2	sPLA2-III inh
Cc1c(/C(O)=C2\C(=O)C(=O)N(CCCN(C)C)C2c2cccs2)cnn1-c1ccccc1 (centres undefined)	-5.5	-1	-2.4	-5.7	2	2.1	4	-3.4	2	-0.7	3
Cc1nc2c(-c3ccccc3)cnn2c(N)c1-c1ccccc1	-12	-7	-2.2	-11	-13	-1.5	-139	-4.8	-31	-1.5	13
Cc1cc(=O)oc2cc(OC(C)C(=O)NCC3CCC(C(=O)O)CC3)ccc12 (centres undefined)	-2.8	2	-1.5	1.4	3	2.7	-153	-0.5	1	-0.1	5
COc1cccc(/C=C2\SC(=S)N(NS(=O)(=O)c3ccccc3)C2=O)c1OC	1.0	-1	0.2	0.8	-1	-0.1	3	-1.2	-5	-0.3	-30
CCN(CC(=O)Nc1ccccc1C(=O)Nc1ccccc1)Cc1nc2ccccc2c(=O)[nH]1	1.3	1	-1.3	-0.3	2	-0.6	-1	0.8	-1	0.9	3
COc1ccc(CN(C(=O)c2snc(C(N)=O)c2N)C(C(=O)NC2CCCC2)c2ccc(OC)cc2)cc1 (centres undefined)	-1.3	0	-1.4	-0.4	2	2.4	-340	-1.6	-5	-0.6	3
O=C(CSc1nncs1)Nc1ccc2[nH]c(=O)[nH]c2c1	-0.4	-1	-0.8	-0.8	-4	-1.1	-6	-0.2	-1	3.4	1
COc1ccc(-c2c3c(=O)n(C)c(=O)n(C)c3cn2-c2ccccc2)cc1	-2.0	1	-0.8	1.9	-3	-0.7	-20	0.3	-3	0.2	-2
COC(=O)c1cc2c(ccc3ccccc32)oc1=O	-0.6	-2	-1.3	-0.5	0	-0.9	i	-0.9	4	-0.4	-4
CCOC(=O)C1=C(CC)Nc2ccccc2N=C1NC(=O)c1oc2ccccc2c1C	-3.8	-1	-1.7	-7.7	-11	-1.9	13	-0.2	-17	-3.4	-8

The list itself, previewed entries included:
SMILES	hgDAF12 agonist	SMARCA2 act	ssDAF-12 act	GAA850 FXN act	GC-B act	DAX1 inh-1	ADAM10 inh	hcDAF12 agonist	NPR1 activator	DAX1 inh-2	sPLA2-III inh
Cc1c(/C(O)=C2\C(=O)C(=O)N(CCCN(C)C)C2c2cccs2)cnn1-c1ccccc1 (centres undefined)	-5.5	-1	-2.4	-5.7	2	2.1	4	-3.4	2	-0.7	3
Cc1nc2c(-c3ccccc3)cnn2c(N)c1-c1ccccc1	-12	-7	-2.2	-11	-13	-1.5	-139	-4.8	-31	-1.5	13
Cc1cc(=O)oc2cc(OC(C)C(=O)NCC3CCC(C(=O)O)CC3)ccc12 (centres undefined)	-2.8	2	-1.5	1.4	3	2.7	-153	-0.5	1	-0.1	5
COc1cccc(/C=C2\SC(=S)N(NS(=O)(=O)c3ccccc3)C2=O)c1OC	1.0	-1	0.2	0.8	-1	-0.1	3	-1.2	-5	-0.3	-30
CCN(CC(=O)Nc1ccccc1C(=O)Nc1ccccc1)Cc1nc2ccccc2c(=O)[nH]1	1.3	1	-1.3	-0.3	2	-0.6	-1	0.8	-1	0.9	3
COc1ccc(CN(C(=O)c2snc(C(N)=O)c2N)C(C(=O)NC2CCCC2)c2ccc(OC)cc2)cc1 (centres undefined)	-1.3	0	-1.4	-0.4	2	2.4	-340	-1.6	-5	-0.6	3
O=C(CSc1nncs1)Nc1ccc2[nH]c(=O)[nH]c2c1	-0.4	-1	-0.8	-0.8	-4	-1.1	-6	-0.2	-1	3.4	1
COc1ccc(-c2c3c(=O)n(C)c(=O)n(C)c3cn2-c2ccccc2)cc1	-2.0	1	-0.8	1.9	-3	-0.7	-20	0.3	-3	0.2	-2
COC(=O)c1cc2c(ccc3ccccc32)oc1=O	-0.6	-2	-1.3	-0.5	0	-0.9	i	-0.9	4	-0.4	-4
CCOC(=O)C1=C(CC)Nc2ccccc2N=C1NC(=O)c1oc2ccccc2c1C	-3.8	-1	-1.7	-7.7	-11	-1.9	13	-0.2	-17	-3.4	-8
C(#Cc1ccccc1)CN1CCOCC1	1.8	0	0.4	0.9	1	-0.5	1	0.4	1	0.1	1
CCOC(=O)c1cc2cc(F)ccc2nc1C	0.5	-1	-1.2	1.1	5	0.8	-4	-1.4	4	0.0	0
COc1ccccc1N1CCN(CC(=O)Nc2ccc3c(c2)OCCO3)CC1	0.4	-4	-0.8	-0.2	5	1.9	2	-1.6	0	-0.3	4
COc1cc(C#N)ccc1OCC(=O)Nc1cccc(S(=O)(=O)N2CCCC2)c1	-0.6	-2	-1.7	3.1	4	-1.2	-1	-1.9	-2	-0.6	-5
COc1cc2[nH]c(C(=O)N3CCN(c4ccccc4F)CC3)cc2c(OC)c1OC	-0.9	-3	-1.0	0.4	-3	-0.2	2	-1.8	4	-0.7	0
N=c1n(CCN2CCCCC2)c2ccccc2n1CC(=O)c1cccc([N+](=O)[O-])c1	3.5	8.6*	-0.6	1.8	-3	1.8	1	1.7	-16	-0.2	2
Cn1c(=O)oc2cc(S(=O)(=O)NC(Cc3ccccc3)C(=O)N3CCCCC3)ccc21 (centres undefined)	6.0	-2	-1.2	0.0	-2	1.1	-5	-0.2	0	-0.7	-7
Cc1ccc(S(=O)(=O)Nc2cc(C)c(O)cc2C)cc1	-1.7	-1	-1.1	2.4	-1	x	6	-1.8	1	-0.9	-7
CC1(c2ccc(OC(F)F)cc2)NC(=O)N(CC(=O)N2c3ccccc3NC(=O)C2(C)C)C1=O (centres undefined)	1.3	0	-1.1	-2.0	3	-0.2	-1	-1.3	2	-0.7	-14
CCCC(=O)n1nc(-c2ccccc2)nc1SC	-0.3	-6	-0.8	0.3	12	1.0	2	-0.2	4	0.5	-2
CCN(CC)c1cc(C)c2cc(NC(=O)c3ccccc3F)ccc2n1	4.3	6	-1.1	0.1	5	-0.1	-5	0.0	13	-0.3	6
Cc1cccc(C(=O)Oc2ccccc2C2C[C@]3(C)CC(=O)NC3N2C(=O)c2cccc(C)c2)c1 (some centres undefined)	-0.6	2	-1.3	-0.1	-14	-0.4	5	-2.7	-13	0.1	2
COc1cccc(CC(NC(C)=O)C(=O)NC2CCN(S(=O)(=O)c3ccc4ccccc4c3)CC2)c1 (centres undefined)	-1.3	-1	-1.7	0.7	1	-1.4	-3	-1.8	3	0.6	-7
COc1ccccc1N(C)S(=O)(=O)c1ccc(C(=O)N2CCCc3ccccc32)cc1	-4.7	-3	-1.8	-3.1	1	-0.8	2	-5.2	1	-1.0	-7
O=C(c1ccccn1)N(Cc1ccco1)C1(C(=O)Nc2ccc(Br)cc2)CCCCC1	1.4	3	-0.7	-2.0	-3	x	1	-1.3	-6	-0.5	-2
Cc1ccc(C2=NN(C(=O)CCl)C(c3cccs3)C2)o1 (centres undefined)	-2.4	-11	-2.0	-15	2	-3.4	-9	-2.5	-11	-1.5	10
CSCCC(C)N1CCC(Oc2ccc(C(=O)NCc3ccccn3)cc2)CC1 (centres undefined)	3.2	-2	-0.9	-0.5	2	1.8	-5	-0.9	2	0.7	4
COc1cccc(Cn2c(C3CC3)nc3ccc(NC(=O)c4ccco4)cc3c2=O)c1	-2.9	1	-1.6	x	9	x	10	-3.4	3	-1.3	-16
O=C1c2ccccc2NC(c2cccs2)N1NS(=O)(=O)c1ccccc1 (centres undefined)	1.3	-3	-1.1	-1.8	-8	1.1	-422	-1.3	-4	0.4	7
CCn1c(SCC(=O)Nc2cc(C)on2)nnc1-c1ccccc1	-0.9	-1	-0.5	1.4	1	0.1	6	-1.8	0	-0.1	1
Cc1ccc(S(=O)(=O)NCCC(=O)OCC(=O)Nc2ccccc2Cl)cc1	-3.1	-1	-1.5	-0.3	6	1.6	3	-0.8	-2	0.6	-13
Cc1cccc2c(C(=O)O)c3cccc(C)c3nc12	6.9	-2	1.3*	-1.2	-2	-0.2	i	5.2	0	0.4	-5
COCC(=O)N1CCCC(C(=O)c2ccc(Oc3ccccc3)cc2)C1 (centres undefined)	3.8	-2	-1.3	-1.7	-1	-1.1	-7	-1.9	2	-1.4	4
Cn1c(C(O)c2ccc(Br)cc2)nc(Cl)c1Cl (centres undefined)	-0.5	2	-1.3	0.9	-17	3.3	7	2.0	-11	0.0	-3
O=C(CSc1nnc(NC(=O)c2ccccc2F)s1)NC1CC1	3.1	2	0.4	4.1	0	2.1	-2	2.9	-5	0.4	0
COc1ccc(CCNC(=O)c2cc(-c3ccccn3)nc3ccccc23)cc1	2.0	-1	-1.2	0.6	2	-0.1	-12	-0.9	-4	-2.2	7
Cc1nnc(SCc2nnc(-c3cccs3)o2)n1C	-2.8	5	-2.1	0.0	-1	0.3	-4	-1.0	4	0.2	-2
Cc1ccc2[nH]c(-c3ccccc3)c(CN(C)C)c(=O)c2c1	-0.6	2	-1.0	5.0	0	1.6	2	2.2	-1	1.3	-3
O=C(Nc1nccs1)c1c(O)c2cccc3c2n(c1=O)CCC3	2.2	0	0.1	x	-12	x	-8	4.4	4	-0.1	1
COC(=O)[C@H](C(C)C)N1Cc2nnn(Cc3ccccc3)c2-c2cc(F)ccc2S1(=O)=O	2.3	-6	-1.5	x	4	x	1	-1.1	-2	-0.1	3
Cc1cccc(NC(=O)CCn2cnnn2)c1	-3.5	1	-1.4	-1.7	4	2.1	-4	-1.4	-1	0.0	0
O=C1CC(c2cccc(Br)c2)C2=C(CCCC2=O)N1 (centres undefined)	-1.1	-1	-1.2	0.4	0	0.3	-59	-1.8	-1	0.1	3
Cc1ccccc1C(=O)NCC(=O)NNC(=S)NC(=O)c1ccccc1	-1.8	0	-1.4	3.2	-1	1.0	-1	-0.9	0	-0.1	-4
CC(C)c1cc(C(=O)OCC(=O)NC2CC2)c(O)c(C(C)C)c1	-2.4	-2	-1.7	0.2	-1	-1.1	-8	-1.8	-2	-0.5	1
CCOc1ccc(CN2CCN(CCCn3cccn3)CC2CCO)cc1 (centres undefined)	-1.3	-4	-2.0	0.1	3	0.7	-10	-0.8	2	0.1	4
CN(C)CCNc1oc(COc2ccc(Cl)cc2)nc1C#N	-1.9	-1	-0.7	2.2	1	1.4	-4	0.0	4	0.2	-5
COc1ccc(CNC(=O)C2CCN(S(=O)(=O)c3cccc4nonc34)CC2)cc1	-0.7	0	-1.1	0.6	-7	0.0	-3	1.0	-4	-0.4	-1
